# SKKanGAS inh: blocks kanamycin growth of S. pyogenes SKKanGAS strain; AID 1662; actives 1.3% (n = 300,000); inhibition, % at 7.5 µM; BacTiter-Glo, 6 h;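 active = mean replicate score, as percent of positive control median, at least 50; inconclusive = mean below 50 but one replicate at or above 50; inactive = mean and every replicate below 50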;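 note: strain carries kanamycin resistance gene driven by streptokinase promoter and grows in 40 µg/ml kanamycin; loss of luminescence reflects streptokinase promoter inhibition or plain growth inhibition; 0% = median of DMSO wells and 100% = positive control at its reference dose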
# HSP90 refold inh: HSP90 refolding inhibition in rabbit reticulocyte lysate; luciferase refolding luminescence, 3 h; inhibition, % at 5.6 µM; actives 0.91% (n = 290,000); AID 1789;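 active = inhibition above the screen-wide mean plus 3 SD, computed separately per campaign, cut at about 16% in these data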;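 note: 0% = DMSO wells and 100% = 60 µM geldanamycin wells; inhibitors lower the luminescence because luciferase stays unfolded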
# KLF5 inhibitor: kruppel-like factor 5 inhibition; actives 0.23% (n = 290,000); DLD-1 KLF5 promoter-luciferase reporter, luminescence; inhibition, % at 5 µM;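 active = inhibition above a per-plate limit of that plate's mean compound inhibition plus 3 SD, cut at about 60% in these data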;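 note: 0% = DMSO wells and 100% = LY294002 at 200 µM; higher means less KLF5 promoter-driven luciferase light; inactives centre near -14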
# HSF1 activator: increases HSF-1 driven luciferase reporter signal. actives 1.7% (n = 300,000). NIH3T3-HGL HSF-1 luciferase reporter, MG132, 8 h; 100% = twice DMSO control signal. activation, % at 9 µM;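 active = mean replicate activation of at least 50% with a set share of replicates each reaching 50%; inconclusive = only one of those two conditions met; inactive = mean below 50% and too few replicates reaching it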;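 note: 0% = median of the neutral control wells and 100% = twice that signal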
# AI-2 QS modul: modulates the Vibrio harveyi AI-2 quorum sensing system | Vibrio harveyi JMH597 AI-2 luminescence/OD600 ratio, 9 h; stronger effect = lower value; strain lacks LuxN and CqsS sensors; 0 = neutral-control median | activity change, % at 7.5 µM | actives 0.4% (n = 300,000); in the data active = activity change below about -75%, passing the limit was not always enough; inconclusive = no clear call, values can overlap the other calls;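 note: luminescence divided by OD600 gain over 9 h not by final OD600 alone; inactives centre near 13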
# HIF act: HIF pathway transcriptional activation; actives 0.32% (n = 300,000); activation, % at 7.5 µM (by protocol); AID 1910; U2OS HRE-luciferase reporter, luminescence; normalized: DMSO 0%, desferrioxamine 100%;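 active = mean activation of at least 10% of the iron chelator positive control signal, with at least half of replicates also reaching 10%; inconclusive = mean and replicate majority disagree about reaching 10%; inactive = mean and most replicates under 10%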
# IEC-6 cytotox: kills IEC-6 intestinal cells in KLF5 counter-screen. IEC-6 cytotoxicity, luminescence viability. inhibition, % at 5 µM. actives 0.78% (n = 290,000). AID 1825; in the data active = inhibition above about 22%;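 note: 0% = plate median of test compound wells and 100% = cytotoxic reference compound wells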
# aSyn UTR inh: MLPCN primary screen, SNCA 5' untranslated region; alpha-synuclein 5'UTR reporter, inhibitor activity; AID 1813; inhibition, % (tested at 7.5 µM); actives 0.82% (n = 300,000); in the data active = inhibition above about 60%; inconclusive = no clear call, values can overlap the other calls;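 note: H4 neuroglioblastoma cells stably carrying SNCA 5'UTR luciferase fusion; 0% = DMSO wells and 100% = positive control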
# Platelet DG rel: modulates dense granule release in human platelets | actives 0.22% (n = 300,000) | human platelet-rich plasma, SFLLRN dense granule ATP release, luminescence | inhibition, %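 (compounds screened at 7.5 µM in platelet-rich plasma)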 | AID 1663;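 active = mean replicate score, as percent of positive control, at or above 50; inconclusive = mean below 50 but at least one replicate at or above 50; inactive = mean and every replicate below 50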
# HSF1 inh: HSF1 inhibition; NIH3T3-HGL HSE-luciferase, MG132-induced, luminescence 8 h; stronger effect = lower value; activity change, negative = inhibition, % at 7.5 µM (by protocol); actives 0.77% (n = 300,000); AID 2098;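 active = more than half of replicate wells show activity change below -50%, luminescence cut by over half; inconclusive = some wells, but at most half, below -50%; inactive = no replicate well below -50%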;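 note: luciferase reports HSF-1 transcriptional activity via heat shock element; 0% = median of DMSO wells and -100% = zero luminescence signal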
# * = called active by the depositor; ? = inconclusive; . = no result given. The list is partial. The share of hits here may be higher or lower than overall.
SMILES,SKKanGAS inh,HSP90 refold inh,KLF5 inhibitor,HSF1 activator,AI-2 QS modul,HIF act,IEC-6 cytotox,aSyn UTR inh,Platelet DG rel,HSF1 inh
CC1CCC(NCCc2ccc3c(c2)OCO3)CC1 (stereo unspecified),-4.4,-1.4,-31.1,-20.1,9.9,0.1,0.3,-18.0,28.7,-6.4
COc1ccc(C2SCC(=O)Nc3c2c(=O)[nH]n3C2CCCCCC2)cc1OC (stereo unspecified),1.2,1.8,-11.9,6.4,15.7,-0.2,-7.3,24.8,14.0,-2.5
O=C(CN1C(=O)CN=C(c2ccccc2Cl)c2cc(Cl)ccc21)NCc1ccco1,-3.4,-0.7,-1.9,-0.9,31.4,0.2,-4.7,-5.0,-2.3,5.2
N=c1n(CCO)c2ccccc2n1Cc1ccccc1,-1.6,1.3,-6.5,-16.1,19.0,-0.4,2.6,12.2,-34.1,-10.1
CC(=NCc1cccnc1)c1c(O)n(C2CCCCC2)c(=O)[nH]c1=O,5.4,-0.6,-9.1,0.4,5.9,-0.3,-0.3,34.3,-0.6,-6.7
CCCC[n+]1cc(/N=C(\[O-])OC)on1,-3.0,-1.9,-24.4,-0.3,19.7,-13.1,-1.0,-17.9,-0.8,-3.4
O=c1[nH]c(=S)n(C2CC2)c(O)c1C=NCCN1CCOCC1,4.0,0.4,-17.2,0.9,14.6,-0.1,1.1,8.4,-3.9,-0.9
COc1ccc(C(Nc2ccccc2)P(=O)(Oc2ccccc2)Oc2ccccc2)cc1 (stereo unspecified),-4.8,-3.6,5.2,-2.4,9.9,-0.4,-0.1,-34.1,3.3,-3.8
O=C(O)C(Cc1cnc[nH]1)NS(=O)(=O)c1ccc(Br)cc1 (stereo unspecified),3.2,2.7,0.5,2.5,9.9,-0.3,4.7,15.3,-17.4,-4.5
CC(=O)C1=C(C)OC(N)=C(C(=O)OC(C)C)C12C(=O)Nc1ccccc12 (stereo unspecified),-19.4,1.8,-12.4,0.6,19.3,-0.4,4.4,-22.0,-10.4,17.8
COc1ccc(CC2C(=O)NC(=O)NC2=O)c(OC)c1,0.9,-0.6,9.8,-3.4,28.7,-0.1,-1.8,-6.6,-2.7,3.8
CCCCCc1nc2c(c(=O)c3ccccc3n2C)c(=O)n1C1CCCCCC1,93.9*,2.7,-8.4,0.7,36.5,-1.5,3.1,25.4,18.7,-2.4
Cc1onc(-c2ccccc2)c1C(=O)N1CCC2(CC1)OCCO2,1.3,-1.8,-27.5,3.8,16.6,0.1,-5.2,3.0,7.0,-4.1
CN1CCN(c2cc([N+](=O)[O-])ccc2Cl)CC1,3.5,-1.5,-11.1,4.8,1.9,-0.2,-6.5,-0.7,1.5,-6.6
COC(=O)C1=C(N)Oc2c(c(=O)oc3ccccc23)[C@]12C(=O)N(C)c1ccccc12,3.4,-3.6,10.9,4.5,4.1,-0.3,6.6,18.9,-26.4,-3.4
CC(=O)c1cn(CC(=O)NCCc2c[nH]c3ccccc23)c2ccccc12,0.0,-1.5,-18.1,6.1,-2.5,-27.0,-2.4,-15.2,-1.0,-2.3
O=C(Nc1ccc(Cl)cc1)Nc1nccs1,6.6,-5.0,24.5,29.9,-3.2,1.9,68.2*,-47.3,5.5,17.1
CCOC(=O)c1c(NS(=O)(=O)c2ccccc2)n(CCCOC)c2nc3ccccc3nc12,26.4,22.2*,-18.2,11.9,13.9,454.7*,-0.5,18.3,-1.0,9.2
C=CCn1c(O)c(C(C)=Nc2cc(OC)ccc2OC)c(=O)[nH]c1=O,-4.2,-2.0,-9.1,11.2,3.7,0.0,-6.1,34.3,2.0,3.5
CCC(=NCc1ccc(F)cc1)c1c(O)n(C)c(=O)n(C)c1=O,-3.3,-0.6,-16.9,-8.2,16.7,-0.2,-3.5,5.3,-7.5,-2.6
O=C1NC(=O)N(c2ccc3c(c2)OCO3)C(=O)/C1=C\c1ccc(-c2ccccc2C(=O)O)o1,-5.7,1.6,-17.4,-12.2,24.5,0.1,-11.0,3.2,-4.1,3.0
O=c1[nH]c(=O)n(CCc2ccc(F)cc2)c(O)c1/C=N/N1CCCCC1,-6.4,-0.2,-15.0,-14.1,32.1,0.5,-1.3,-23.3,9.2,-4.3
C[C@@H]([C@@H](O)c1ccccc1)N(C)C(=O)Cc1ccccc1,7.3,.,.,0.4,17.3,-0.1,.,13.4,-1.6,-7.6
CCCCn1c(O)c(C(CC)=NCc2ccc3c(c2)OCO3)c(=O)[nH]c1=O,0.3,2.7,16.5,-31.9,31.2,-0.1,3.1,34.1,3.3,-18.2
CC(=O)Nc1ccccc1C(=O)OCC(=O)c1ccc2ccccc2c1,8.1,-0.9,-21.4,26.9,1.5,0.3,1.7,-31.5,1.8,22.1
COc1ccc2c(c1)CC1(CN2C)C(=O)NC(=O)N(c2ccc(F)cc2)C1=O (stereo unspecified),-4.2,-4.5,5.6,4.7,16.0,-0.8,6.4,-31.4,-4.9,7.3
Cc1cc(OC(=O)c2cccs2)c2c3c(c(=O)oc2c1)CCCC3,-9.1,-2.3,-8.3,9.7,12.3,-0.2,-3.3,-33.1,-4.8,7.2
COC(=O)CCCCC1SCC(NC(=O)c2ccccc2)C1Cl (stereo unspecified),1.6,1.3,-22.4,9.8,14.3,0.1,7.7,14.3,4.9,4.0
CN1/C(=C\C=C2C(=O)NC(=S)NC2=O)C(C)(C)c2ccccc21,8.9,2.7,-4.6,-14.8,27.7,1.2,-7.3,15.2,-7.9,-2.8
CC(C)CN1CCN(Cc2cccc3c2OCO3)CC1CCO (stereo unspecified),2.8,2.3,0.6,3.0,14.7,-0.1,-0.3,-8.4,1.7,-2.4
C1CNC2NCCNC2N1 (stereo unspecified),-14.2,-0.7,5.8,-1.7,8.1,0.1,-3.6,-8.7,-6.4,1.3
CCCOC(=O)c1ccc(-[n+]2c(-c3ccccc3)cc(-c3ccccc3)cc2-c2ccccc2)cc1,13.3,.,.,-8.0,44.3,-0.1,.,-6.8,1.0,-9.3
O=C(c1cc(C(=O)NCc2ccccc2)c(=O)n(Cc2ccccc2)c1)c1cc(Cl)ccc1O,25.7,3.9,-14.2,14.3,30.1,0.3,-4.7,42.5,11.9,11.5
CCOP(=O)(OCC)C(NC(=O)c1ccccc1Cl)=C(Cl)Cl,-4.6,-3.2,-1.3,-4.9,9.5,-0.5,-4.7,10.4,1.7,-6.1
Cc1c(N=Nc2c(O)n(Cc3ccccc3)c(=O)[nH]c2=O)c(=O)n(-c2ccccc2)n1C,-1.8,3.0,20.8,-1.9,21.2,-0.1,6.5,28.7,-6.5,0.6
CN(C)C(=O)Oc1ccc(-c2nnco2)cc1,-9.7,-1.4,-33.3,-5.0,5.0,0.2,-1.0,1.1,1.3,2.0
CCC(=Nc1ccc2c(c1)CCC2)c1c(O)n(-c2ccc(OC)cc2)c(=O)[nH]c1=O,-0.1,3.7,-16.5,16.4,20.2,0.4,1.4,8.2,0.5,6.6
O=C1NC(=O)C(=Cc2ccc(SC3CCCCC3)o2)C(=O)N1,5.6,-0.4,-5.0,-6.0,19.5,0.1,-4.3,-12.8,-5.4,-2.2
FC(F)(F)c1cccc(NC2=NCCCS2)c1,0.5,-1.0,-41.3,-5.7,15.1,0.8,-6.2,-3.0,-14.2,-5.7
NNCc1cccc(O)c1,-2.8,.,.,-0.7,13.1,0.0,.,-25.0,24.0,-6.0
CCN1C(=O)NC(=O)/C(=C\c2cn(CC(=O)O)c3ccccc23)C1=O,-3.6,8.7,-6.8,47.9,42.7,-3.7,10.9,6.8,3.1,4.1
COc1ccc(CCn2c(O)c(C=NCCN3CCCCC3)c(=O)[nH]c2=O)cc1OC,2.0,-0.3,2.0,20.4,10.6,0.0,-8.5,9.3,-1.0,0.1
C=CCN1C(=O)NC(=O)/C(=C/c2cnc(SC)nc2)C1=O,19.1,1.2,-43.8,-9.4,6.2,0.0,-5.4,-14.6,-0.2,-5.0
CN1C(=O)/C(=C/c2ccc(N3CCCCCC3)o2)C(=O)NC1=S,3.7,3.8,-81.4,-16.9,15.2,2.9,5.4,-185.6,1.5,-11.1
O=C(Nc1ccccc1OC(=O)N1CCOCC1)N1CCOCC1,4.6,2.4,-12.9,3.1,13.1,0.6,5.4,-2.5,-2.4,1.6
Cc1nc2ccccc2c(=O)n1-c1ccc(Br)cc1[N+](=O)[O-],8.9,2.1,7.1,13.1,19.4,0.6,17.5,-13.5,2.3,1.5
O=C(c1ccc(Cl)cc1)C1CCCN(C2CCSCC2)C1 (stereo unspecified),7.1,0.9,-25.0,15.1,9.4,0.3,2.3,-21.4,7.6,0.9
COc1ccc(OC)c(-n2c(O)c(/C=C3\C=Nc4ccccc43)c(=O)[nH]c2=O)c1,-0.7,4.2,-0.2,-11.5,4.4,0.6,5.1,2.6,3.4,-1.9
O=S1(=O)CC2(N3CCOCC3)CCCCC21 (stereo unspecified),9.9,6.3,-19.0,5.1,16.7,0.1,2.3,34.9,-3.1,7.2
CCCCOc1ccc(CN2CCN(CC)CC2)cc1,6.6,-5.5,-74.7,-1.1,13.8,0.8,6.6,-35.7,14.0,11.0
CCOP(=O)(Cc1ccc(C(=O)CC)o1)OCC,?,-0.6,14.0,7.7,12.8,-0.5,5.7,-11.4,-2.4,3.5
CCC(=NCc1cccnc1)c1c(O)n(-c2ccccc2C)c(=O)[nH]c1=O,-3.3,2.6,7.1,.,21.9,.,2.6,.,.,.
CC1CC(OC(=O)c2ccccc2)(c2ccccc2)C(C)CN1C (stereo unspecified),-7.5,2.1,5.3,-9.1,2.5,-1.0,1.6,-5.5,15.1,-10.9
CN1C(=O)C(=Cc2ccc(Sc3ccccc3)o2)C(=O)N(C)C1=O,2.3,2.0,-10.7,-5.4,19.2,-0.2,-2.0,13.5,-1.9,-12.7
OCCNCCc1c[nH]c2ccc(OCc3ccccc3)cc12,2.6,-1.9,-6.5,-3.5,-8.7,-1.6,3.8,4.9,0.0,-1.0
O=C(NC(=S)N1C[C@H]2C[C@H](C1)c1cccc(=O)n1C2)c1ccc(Cl)cc1Cl,5.6,2.0,-13.4,-0.8,-2.3,0.1,-0.9,-25.5,-0.2,5.1
C[C@H]1CC[C@@H]2N(C1)C[C@H]1[C@@H]3C[C@H]4[C@@H](CC(=O)[C@H]5C[C@@H](O)CC[C@@]54C)[C@@H]3CC[C@H]1[C@]2(C)O,-0.4,-6.7,-31.1,-2.0,32.0,-0.7,3.7,8.0,-6.9,-0.4
Clc1ccc2c(c1)C(c1ccccc1Cl)=NCc1nnc(N3CCN(CCSc4ccccc4)CC3)n1-2,12.2,-0.5,-28.1,39.2,-30.6,0.0,-3.6,28.4,-7.6,16.1
COc1cc(OC)c(OC)cc1CNCCc1ccc(OC)c(OC)c1,0.2,0.0,-24.0,7.9,9.6,0.0,18.3,16.3,5.9,-10.7
